# Bioassay records (PubChem BioAssay)
# Glioma ERSR ind: inducers of ER stress response in human glioma cells. U87-MG GRP78 promoter luciferase reporter, 16 h. Potency, µM, for inactives: at the highest dose activation, usual class: activators. 420,000 compounds, 0.02% hits; further: potency means the concentration at half of the fitted maximal effect; series mostly up to about 76 µM; % of control where 0% means no effect; nearly all actives have a fitted effect of over 35% in size
#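 ERSR induction read as luciferase luminescence (Bright-Glo, 10 min at room temperature) in stably transfected human U87-MG glioma cells exposed to compounds for 16 h, using GRP78 as sensor.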
# Vif-APOBEC3G blk: blocks the Vif interaction with human APOBEC3G | 410,000 compounds, 0.076% hits | Potency, µM (highest dose often 46.1 µM), inactives show at the top dose activity, negative = active, usual class: inhibitors | HeLa A3G-eYFP + Vif (tagged APOBEC3G with the HIV-1 protein that degrades it), YFP fluorescence, overnight | Q9HC16 | AID 602310;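 further: potency means the concentration at half of the fitted maximal effect; on the % scale 0 is the no-effect control and ±100 the full control effect; nearly all actives have a fitted effect of over 60% in size; hits raise eYFP signal because A3G escapes Vif-driven loss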
# Target sequence (Q9HC16 whole entry, looked up): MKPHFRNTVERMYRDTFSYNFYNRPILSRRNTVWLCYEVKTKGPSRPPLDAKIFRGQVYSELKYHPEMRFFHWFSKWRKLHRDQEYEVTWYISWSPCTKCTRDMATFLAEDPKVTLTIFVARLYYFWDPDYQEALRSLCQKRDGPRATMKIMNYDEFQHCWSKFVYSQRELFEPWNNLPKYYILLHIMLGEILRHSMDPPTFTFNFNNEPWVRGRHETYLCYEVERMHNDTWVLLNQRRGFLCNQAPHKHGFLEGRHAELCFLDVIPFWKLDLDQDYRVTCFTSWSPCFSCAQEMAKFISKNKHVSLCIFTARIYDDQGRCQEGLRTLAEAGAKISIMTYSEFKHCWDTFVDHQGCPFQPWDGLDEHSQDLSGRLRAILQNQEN
#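 HeLa cells stably expressing Vif and C-terminally eYFP-tagged A3G, seeded overnight at 37 deg C, then exposed to compound by pintool overnight at 37 deg C. Rise in yellow fluorescence (Ex 488/Em 500-530, Acumen) marks blocked Vif-driven A3G degradation.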
# D2 antagonist: antagonizes the human D2 dopamine receptor | AID 485344 | 340,000 compounds, 2% hits | HEK293 TREx D2 cells, calcium flux, dopamine EC80 | P14416 | inhibition, % at 10 µM; in the data active means inhibition above about 30%; further: 0% is about no effect
# Target sequence (P14416 whole entry, looked up): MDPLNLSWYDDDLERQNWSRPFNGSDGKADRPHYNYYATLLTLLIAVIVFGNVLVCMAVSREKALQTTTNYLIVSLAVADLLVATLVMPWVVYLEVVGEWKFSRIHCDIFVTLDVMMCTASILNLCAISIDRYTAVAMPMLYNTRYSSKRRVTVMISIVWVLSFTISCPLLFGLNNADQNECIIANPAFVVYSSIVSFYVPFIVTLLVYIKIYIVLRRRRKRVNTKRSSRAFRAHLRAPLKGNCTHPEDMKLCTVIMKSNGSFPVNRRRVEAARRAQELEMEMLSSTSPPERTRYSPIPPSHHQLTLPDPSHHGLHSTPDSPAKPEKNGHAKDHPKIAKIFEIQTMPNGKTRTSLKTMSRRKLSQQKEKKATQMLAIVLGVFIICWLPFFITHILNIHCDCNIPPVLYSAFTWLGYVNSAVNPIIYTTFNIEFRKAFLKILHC
#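 Read-out: kinetic calcium fluorescence (1 cycle/s) in inducible HEK293 T-REx D2 cells after an EC80 dopamine addition that followed 180 s compound preincubation. Loss of the dopamine response indicates antagonism.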
# D2 ag: D2 dopamine receptor (human) agonism. AID 485358. 340,000 compounds, 0.53% hits. HEK293 T-REx D2 cells, calcium flux agonist mode. activation, % at 2 µM;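 active means activation over 3 SD above normal in the single-dose calcium agonist read, cut at about 30% in these data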; further: 0% is about no effect
#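 Agonism scored from kinetic calcium signal (1 read/sec, 180 s) following compound pin transfer, after a 10 s baseline. Cells: HEK293 Trex line expressing inducible D2 receptor coupled to calcium, dye-loaded after overnight culture at 30 C.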
# Vif-APOBEC3F blk: inhibitors of Vif-A3F interaction | HeLa A3F-eYFP + Vif (tagged APOBEC3F with the HIV-1 protein that degrades it), YFP fluorescence increase | Potency, µM (doses to about 46.1 µM), without a hit: at the top dose activity, negative = active | 390,000 compounds, 0.2% hits | AID 602313; further: potency means the concentration at half of the fitted maximal effect; % of control where 0% means no effect; nearly all actives have a fitted effect of over 65% in size
#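 HeLa cells stably expressing A3F-eYFP plus Vif, plated and incubated overnight at 37 deg C, then exposed to compounds overnight at 37 deg C. Blocked degradation read as raised yellow fluorescence (Ex 488/Em 500-530).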
# ALOX12 inh: blocks human arachidonate 12S-lipoxygenase; AID 1671190; P18054; 580,000 compounds, 1.1% hits; Potency, µM (highest dose often 108 µM), for inactives: at the top dose activity change, negative = inhibition, hits mostly inhibitors; purified 12hLO, xylenol orange hydroperoxide absorbance; further: potency means the concentration at half of the fitted maximal effect; on the % scale 0 is the no-effect control and ±100 the full control effect
#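 Purified human 12hLO (150 nM final) in 25 mM Hepes, 0.01% Triton X-100, pH 7.0 was preincubated 15 min at room temperature with compound. Then 40 uM arachidonic acid was added, 30 min. Hydroperoxide was read by Fe-XO absorbance ratio 573/405 nm.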
# LDHA block: blocks human lactate dehydrogenase A. purified LDHA, NADH/diaphorase-resazurin fluorescence; active compounds read low. 480,000 compounds, 0.15% hits. P00338. activity change, % (values are at about 110 or 230 µM); in the data active means activity change below about -30%; inconclusive means mostly about -25% to -30%;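 further: plate controls were DMSO wells for no effect and wells without enzyme for full effect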
#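 Enzyme activity of human lactate dehydrogenase 5 (2 nM; 0.06 mM NADH, 0.2 mM pyruvate, 5 min, RT) is measured via a resazurin/diaphorase fluorescence readout of residual NADH.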
# RGS4 inhibitor: human RGS4 inhibition; P49798; Transcreener GDP fluorescence polarization, RGS4-accelerated GTP hydrolysis; Potency, µM (doses to about 114 µM), for the others: top-dose activity change, negative = inhibition, hits mostly inhibitors; 390,000 compounds, 0.039% hits; AID 504845; further: potency means the concentration at half of the fitted maximal effect; on the % scale 0 is the no-effect control and ±100 the full control effect; nearly all actives have a fitted effect of over 75% in size; some results filed as inactive show a strong effect at the top dose
# Target sequence (P49798 whole entry, looked up): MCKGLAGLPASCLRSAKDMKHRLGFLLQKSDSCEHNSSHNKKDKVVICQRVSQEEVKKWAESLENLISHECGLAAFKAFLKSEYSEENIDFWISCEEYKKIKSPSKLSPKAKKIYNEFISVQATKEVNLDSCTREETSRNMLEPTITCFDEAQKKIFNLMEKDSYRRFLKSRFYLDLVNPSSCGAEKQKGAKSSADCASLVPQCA
#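 MLSMR compounds (23 nl, pin-transferred) preincubated 10 min at room temperature with a 500nM (2x) first reagent, then RGS4 at 900nM (2x) plus Transcreener GDP mix added; fluorescence polarization (620/688 nm) read before and after 90 min at 30 °C.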
# ERG Ets-DNA blk: ERG Ets/DNA interaction inhibition. Potency, µM (series often up to 76.9 µM), inactives show top-dose FP activity, negative = inhibition, usual class: inhibitors. AID 624246. 370,000 compounds, 0.028% hits. fluorescence polarization, His-ERG Ets domain / labelled DNA. P11308; active means well fitted inhibition curve with a large enough effect in the polarisation, with a control signal flat; inconclusive means small, poorly fitted or top-dose-only effect, or effect the other way, or a change in a side signal; inactive means no such curve, though single readings can be large or run the other way; the % refers to the polarisation;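 further: polarization taken with two DNA probes labelled with fluorescein and Texas red; potency means the concentration at half of the fitted maximal effect; % of control where 0% means no effect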
#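 His-tagged ERG Ets domain (1 uM in the protein solution; 300mM KCl, 50mM Tris-HCl, 1mM EDTA, 1mM DTT, pH 7.5) received compound, then a probe mix of 5 nM fluorescein-DNA and 100nM Texas-615-DNA. Fluorescence polarization was read for both dyes.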
# Numbers without * were called inactive; ? = inconclusive; · = no result given; & = joins results of further samples; [ ] = remark or other dose. Unless noted, the call rests on the fitted dose curve; in most records, active means well fitted curve in the direction sought with a large enough effect; inconclusive means small, poorly fitted or top-dose-only effect, or another doubt; inactive means no such curve, though single readings can be large; an effect the other way counts as inactive or inconclusive. Only part of the results is shown (hit frequency here may not be typical).
SMILES,Glioma ERSR ind,Vif-APOBEC3G blk,D2 antagonist,D2 ag,Vif-APOBEC3F blk,ALOX12 inh,LDHA block,RGS4 inhibitor,ERG Ets-DNA blk
CCCCN1C[C@H](c2ccc(OC)cc2)[C@@H](CC(=O)Nc2ccc(Br)cc2)C1=O,-3%,2%,·,·,-2%,?,2,·,·
N#Cc1ccc(COc2cccc3cccnc23)cc1,4%,-9%,-7,0.4,1%,2%,6,2%,-17%
CCN(CC(=O)Nc1ccc2c(c1)OCCO2)CC(=O)Nc1cc(C)on1,-2%,-2%,8,-0.6,-3%,1%,-1,-25%,9%
CN1CCC(N(C)C(=O)c2ccccc2Nc2ccc(SC(F)F)cc2)CC1,-1%,-9%,5,0.7,-7%,3%,0,-2%,1%
C=CCn1c(N2CCN(c3ccc(OC)cc3)CC2)nc2c1c(=O)[nH]c(=O)n2C,1%,2%,2,0.1,-7%,-4%,-1,-16%,-4%
COc1ccc2[nH]c3c(c2c1)CCN1C(=O)N([C@@H](C)C(=O)NCc2c(F)cccc2Cl)C(=O)[C@]31C,-4%,3%,-7,-0.4,4%,21%,-10,-10%,-2%
COc1cccc(N(CC(=O)N2CCN(Cc3ccccc3)CC2)S(C)(=O)=O)c1,-5%,-6%,·,·,-2%,-4%,-1,·,·
CCCCN1CC(COCc2ccccc2)Oc2cc(Br)ccc2S1(=O)=O (configuration not stated),2%,-1%,·,·,3%,0%,-1,10%,2%
COc1ccc(C(=O)NCC(C)(c2ccccc2)c2ccccc2)cc1S(=O)(=O)N1CCOCC1,-3%,-1%,·,·,2%,67%,-1,?,7%[15.4 µM]
CCCn1ccc(O)c(Cc2ccc(Cl)cc2)c1=O,-2%,7%,-1,0.1,-1%,-47%,-2,22%,3%
CC(=O)Nc1cccc(NC(=O)c2ccccc2OCc2c(C)noc2C)c1,0%,0%,9,-1.7,-4%,8%,3,-26%,?
COC(=O)c1ccc(NC(=O)Nc2ccc(F)c(Cl)c2)cc1,1%,1%,2,2.3,-2%,-25%,-10,24%,13%
Cc1nn(-c2cc(N3CCCC3)ccc2[N+](=O)[O-])c(=O)c2ccccc12,0%,-11%,-8,-0.4,6%,0%,-3,16%,0%
CCn1c(SCC(=O)N2CCN(C(=O)c3ccco3)CC2)nnc1C(C)C,-1%,-10%,3,-0.2,10%,23%,-8,3%,-6%
CCOC(=O)Cc1csc(NC(=O)c2c(-c3c(F)cccc3Cl)noc2C)n1,-1%,-4%,23,-1.6,1%,3%,-6,19%,-11%
CC(C)(C)c1ccc(Oc2ccc(NC(=O)CCC(=O)OCC(=O)c3ccccc3)cc2)cc1,0%,2%,·,5.7,0%,-11%,3,-5%,3%
O=C1c2cccc(NCCCNCCO)c2C(=O)c2cccc(NCCCNCCO)c21,-10%,11%,·,·,0%,6%,34,-17%,37%[activator]
Cc1cccc(OCc2nnc(SCC(=O)c3c(N)n(C4CC4)c(=O)[nH]c3=O)o2)c1,-3%,1%,26,-0.3,-12%,-8%,-2,-26%,-10%
COn1c(-c2ccccc2)nc2c1CCc1nonc1-2,2%,-1%,6,0.3,-3%,·,-12,6%,-15%
O=S(=O)(c1ccc(-c2cc(C(F)(F)F)on2)s1)N1CCN(c2cccc(Cl)c2)CC1,-3%,7%,·,-0.2,1%,-9%,-7,19%,2%
COc1cc(/C=N/NC(=O)CC#N)ccc1Oc1nc(Cl)ncc1F,-4%,-6%,9,1.5,-8%,0%,-1,-8%,15%
CSc1nc2ccc3nc(NC(=O)c4cccs4)sc3c2s1,6%,1%,-4,0.8,-11%,-7%,-4,?,·
Cc1ccc(S(=O)(=O)N(C)C)cc1NC(=O)COc1ccccc1C(=O)Nc1ccccc1,-3%,0%,17,0.0,10%,-20%,-3,-34%,0%
COc1cccc(C(=O)NC2(C(F)(F)F)C(=O)Nc3c2c(=O)[nH]c(=O)n3-c2ccc(C)cc2)c1 (configuration not stated),-3%,-1%,·,0.5,-4%,0%,-7,17%,-2%
CC(C)(C)C1CCC(=NNC(=O)CN(c2ccccc2)S(=O)(=O)c2ccccc2[N+](=O)[O-])CC1 (configuration not stated),-4%,1%,3,0.0,4%,18%,-7,-37%,6%
C=CCNc1sc(C(=O)C2CC2)c(N)c1C#N,-6%,0%,-7,1.4,6%,3%,-6,-41%,-7%
C=CCOC(=O)CCCCCCCC,-1%,1%,·,·,1%,11%,-8,-19%,9%
Cc1ccc(S(=O)(=O)NCCC(=O)NCC(c2cccs2)N(C)C)cc1 (configuration not stated),-3%,1%,6,-0.2,2%,12%,-1,30%,-5%
CCN(CC)CC(=O)Nc1ccc(C)cc1C(=O)c1ccccc1,-5%,0%,·,·,0%,4%,-7,23%,6%
O=C(Nc1ccc(S(=O)(=O)Nc2ccnn2-c2ccccc2)cc1)C(F)(F)F,-4%,2%,-11,-3.1,0%,0%,-4,-12%,11%
COc1ccc(-n2cc(CNCc3cccnc3)c(-c3cccc(F)c3)n2)cc1,6%,-1%,·,·,4%,-3%,-2,19%,-6%
COc1ccc(CC(=O)NC(C)c2nnc(SCc3nc4ccccc4c(=O)[nH]3)n2C)cc1 (configuration not stated),-1%,2%,-1,-0.4,0%,0%,-1,-7%,-1%
CC(=O)c1cccc(NC(=O)c2cc(C(C)C)on2)c1,-7%,-7%,-3,0.2,3%,2%,4,2%,-4%
O=C(COC(=O)/C=C/c1ccccc1)NCc1ccc(Cl)cc1,-1%,-4%,-2,-1.3,6%,7%,-10,-9%,-2%
CC(=O)N1CCN(c2ccc(S(=O)(=O)N3CCCCC3)cc2[N+](=O)[O-])CC1,-5%,1%,·,·,12%,-24%,-8,11%,-1%
COc1cccc(CN2CCN(Cc3ccccc3C(F)(F)F)CC2)c1,-3%,0%,16,-0.9,-18%,-17%,?,-3%,1%
CCOC(=O)c1cccc(NC(=O)Cn2nc(C)n3cccc3c2=O)c1,0%,-5%,-9,0.5,-4%,-3%,-5,12%,9%
CC(NCC(=O)NCCc1ccc(S(N)(=O)=O)cc1)c1ccc(F)cc1 (configuration not stated),-2%,-3%,12,0.2,-17%,0%,-6,14%,5%
CC1(C)CSC(C)(C)C(=O)N1,-4%,0%,·,·,-25%,-2%,1,-34%,-10%
COc1cc(-c2nnn(CC(=O)Nc3ccc(OC(F)(F)F)cc3)n2)cc(OC)c1OC,·,·,·,-0.1,·,-9%,-3,8%,1%
CC(=O)C1=C(O)C(=O)N(Cc2ccccc2)C1c1cccc([N+](=O)[O-])c1 (configuration not stated),-2%,0%,-6,0.6,-15%,?,0,-11%,5%
O=C(NC(=S)NCc1ccccc1)c1ccc2c(c1)OCO2,5%,-3%,-5,-0.3,-7%,16µM*,-2,-43%,-7%
Cc1ccc(N2CN=C3SCC(=O)N3C2)cc1C,4%,0%,·,·,1%,1%,-4,3%,-1%
Cc1cc(C)c(C)c(S(=O)(=O)N2CCN(CC(=O)Nc3ccc([N+](=O)[O-])cc3)CC2)c1C,-3%,-2%,-3,0.2,0%,-6%,-1,-48%,-5%
CCCCn1cnc2c1c(=O)n(CC(=O)c1cc(C)n(C)c1C)c(=O)n2CC(C)C,-6%,-3%,2,-2.9,0%,-18%,-2,9%,-2%
CCCCNC(=S)N(C)/N=C/c1c(C)[nH]c2ccccc12,-1%,0%,1,1.8,0%,-11%,-6,-15%,-9%
CCOC(=O)N1CCC(N2Cc3cccc(C(=O)Nc4ccc(F)cc4)c3C2=O)CC1,-6%,1%,3,-1.5,1%,0%,-3,-2%,-14%
CCc1nnc2cccc(Cl)n12,-1%,-1%,-1,0.8,10%,1%,-1,-22%[56.9 µM],11%
O=C(Nc1nnc(Cc2ccccc2)s1)C1CCN(C(=O)c2cccs2)CC1,2%,-2%,·,·,·,·,-1,9%,·
Cc1ccccc1NC(=O)Cn1c(=O)n(Cc2ccccc2)c(=O)c2sc3ccccc3c21,-3%,-4%,·,-0.3,0%,-25%,-4,16%,3%
CCS(=O)(=O)c1ncc(Cl)c(C(=O)Nc2ccccc2OC)n1,?,0%,2,-2.3,1%,-11%,-2,-11%,1%
NC(=O)c1ccccc1Br,-5%&-3%,1%&-1%,2,0.2,-1%,10%,-13,27%&2%,8%
Cc1cc(NC(=O)CCN2CCCCC2)ccc1Br,0%,11%,-21,1.1,-12%,-26%,-1,-42%,11%
CCN(CC)c1cccc(OC(=O)c2cccnc2Cl)c1,-1%,-4%,-1,-0.8,-5%,10%,4,13%,0%
COc1cccc(N2C(=O)CC(N3CCC(C(N)=O)(N4CCCCC4)CC3)C2=O)c1 (configuration not stated),0%,3%,-5,-0.1,-7%,0%,-6,-10%,-1%
O=C(CSc1nnc2ccc(-c3ccccn3)nn12)NCCc1ccccc1,-3%,0%,-4,0.1,0%,-8%,2,-16%,6%
O=C1c2ccccc2C(=O)N1CCSc1nnc(-c2ccco2)n1Cc1ccccc1,-1%,7%,·,·,0%,0%,0,-14%,1%
